Screening results as filed in PubChem BioAssay.
PHOSPHO1 inh: PHOSPHO1 (human) inhibition. Q8TCT1. recombinant PHOSPHO1, absorbance phosphatase assay. inhibition, % at 13.3 µM. 290,000 tested, 1.1% active. AID 1565; in the data active = inhibition above about 60%
Target sequence (Q8TCT1 whole entry, looked up): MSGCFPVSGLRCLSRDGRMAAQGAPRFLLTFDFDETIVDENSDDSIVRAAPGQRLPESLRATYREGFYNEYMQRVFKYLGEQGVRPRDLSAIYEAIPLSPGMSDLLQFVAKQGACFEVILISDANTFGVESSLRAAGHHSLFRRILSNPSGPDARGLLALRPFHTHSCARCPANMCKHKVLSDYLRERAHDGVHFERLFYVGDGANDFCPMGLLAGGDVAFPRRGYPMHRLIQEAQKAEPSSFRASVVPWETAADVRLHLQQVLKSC
GPR7 antagonist: human neuropeptides B/W receptor 1 antagonism; inhibition, % at 4.4 µM; P48145; GPR7-expressing cells, fluorescence antagonist assay; 290,000 tested, 1.1% active; in the data active = inhibition above about 16%, passing the limit was not always enough;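 note: cells stimulated with the agonist NPW; 0% = agonist with vehicle and 100% = vehicle without agonist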
Target sequence (P48145 whole entry, looked up): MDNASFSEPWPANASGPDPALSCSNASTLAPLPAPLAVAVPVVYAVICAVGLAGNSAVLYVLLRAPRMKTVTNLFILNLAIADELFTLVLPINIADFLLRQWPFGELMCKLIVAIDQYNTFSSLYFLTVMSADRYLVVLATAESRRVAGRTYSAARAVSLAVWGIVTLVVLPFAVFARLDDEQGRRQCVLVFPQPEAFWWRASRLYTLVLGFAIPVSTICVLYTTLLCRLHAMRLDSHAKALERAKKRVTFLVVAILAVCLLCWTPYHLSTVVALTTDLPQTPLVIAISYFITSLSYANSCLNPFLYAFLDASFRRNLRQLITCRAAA
DNA FID counter: displaces DNA intercalator in HCV helicase counter-screen | AID 1845 | inhibition, % at 7.9 µM | DNA fluorescent intercalator displacement, fluorescence | 290,000 tested, 0.17% active; in the data active = inhibition above about 37%;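 note: 0% = vehicle and 100% = reference compound; higher means more ethidium bromide displaced from hairpin DNA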
MEKK2 mut-MEK5: signal of MEK5 binding to mutant human MEKK2 PB1 domain | bead flow cytometry, Alexa488-MEK5 binding to MEKK2 mutant | percent response, % at 10 µM | 290,000 tested, 0.35% active | AID 1530; in the data active = percent response above about 24%, passing the limit was not always enough; note: inactives centre near 1; some results filed as inactive read as strong as hits; reference of the scale not given here
MEKK3 PB1 HTS: modulators (inhibitors or enhancers) of MEK5 binding to human MEKK3 PB1 domain. bead-based flow cytometry, Alexa488-MEK5 binding to MEKK3; actives lie on both sides; 0 = blocked by unlabeled MEK5, 100 = vehicle. binding response (% of control), % at 10 µM. 290,000 tested, 1.4% active. AID 1529;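 active = binding response more than 3 SD above or below the average of its plate-row segment, actives on both sides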;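 note: Alexa488 bead fluorescence after subtracting the streptavidin-only scavenger bead signal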
MEKK2wt PB1 HTS: raises or lowers MEK5 binding to wildtype human MEKK2 PB1 domain; Q9Y2U5; bead flow cytometry, Alexa488-MEK5 binding to MEKK2 WT; actives lie on both sides; binding response (% of control), % at 10 µM; 290,000 tested, 1.1% active; AID 1531; in the data active = binding response below about 67% or above about 130%
M18AAP inhibitor: PfM18AAP enzyme inhibition. 290,000 tested, 1.2% active. recombinant PfM18AAP, H-Glu-NHMec fluorogenic cleavage. AID 1822. inhibition, % at 7.35 µM;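 active = inhibition above the campaign mean inhibition over all tested compounds plus 3 SD, cut at about 28% in these data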;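 note: 0% = plate median of test compound wells and 100% = 2 mM ZnCl2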
NALP1 yeast inh: blocks the NALP1 inflammasome reconstituted in yeast | 280,000 tested, 0.61% active | AID 2071 | inhibition, % at 10 µM | S. cerevisiae NALP1/ASC/caspase-1 growth, X-gal OD620, 72 h; in the data active = inhibition mostly above about 24%, no sharp cut-off; inactive = mostly below about 32%; note: some compounds called inactive have numbers as strong as hits
OXTR agonist: activates the human oxytocin receptor. activation, % at 3 µM. CHO-OTR cells, Fluo-8 calcium fluorescence; normalized: DMSO 0%, oxytocin 100%. P30559. AID 2435. 320,000 tested, 0.32% active;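 active = activation above the mean of all tested compounds plus 3 SD, cutoff set per screening run, cut at about 20% in these data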;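 note: peak over basal fluorescence ratio from a 100 s FLIPR kinetic read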
Target sequence (P30559 whole entry, looked up): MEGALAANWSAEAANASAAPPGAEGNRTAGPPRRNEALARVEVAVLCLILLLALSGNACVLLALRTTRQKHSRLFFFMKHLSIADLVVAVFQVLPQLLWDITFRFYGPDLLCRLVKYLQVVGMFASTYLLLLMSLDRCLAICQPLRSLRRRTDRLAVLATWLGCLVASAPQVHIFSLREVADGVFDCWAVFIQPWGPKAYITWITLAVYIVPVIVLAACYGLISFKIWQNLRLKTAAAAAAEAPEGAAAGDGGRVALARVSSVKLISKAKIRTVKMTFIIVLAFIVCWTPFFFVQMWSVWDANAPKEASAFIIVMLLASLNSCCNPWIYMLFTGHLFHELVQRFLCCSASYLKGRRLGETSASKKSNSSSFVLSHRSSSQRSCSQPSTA
* hit, by the source's call; x = no result given; & = joins results of further samples. No enrichment for hits; about 6.2% have a hit in one of these screens.

1: CCOC(=O)N1CCN(C(=O)C(=O)c2cn(CC(=O)N3CCCCCC3)c3ccccc23)CC1
2: O=C(Nc1ccccc1C(F)(F)F)c1cc(S(=O)(=O)N2CCC3(CC2)OCCO3)ccc1F
3: O=C1CCCN2N=C(SCC(=O)Nc3ccc(OC(F)(F)F)cc3)SC2=N1
4: O/N=C1/CCCSc2ccccc21
5: CS(=O)(=O)c1ccc(C(=O)Nc2ccc(-c3nc4ccccc4[nH]3)cc2)cc1
6: NC(=S)N=Nc1c(O)[nH]c2cc(F)c(F)cc12
7: O=C(/C=C/c1ccc2c(c1)OCO2)Nc1nncs1
8: Cc1ccc(C2=NN(C(=O)CCC(=O)O)C(c3ccc4c(c3)OCO4)C2)cc1 (configuration not stated)
9: COc1cc(NC(=O)Cn2nnc(-c3ccncc3)n2)cc(OC)c1
10: CCN(CC)S(=O)(=O)c1ccc(N(C)C)c(NC(=O)C2CCCC2)c1
compound no. | 1 | 2 | 3 | 4 | 5 | 6 | 7 | 8 | 9 | 10
PHOSPHO1 inh | 37 | -12 | 14 | 3 | 34 | 21 | 16 | -2 | -15 | 20
GPR7 antagonist | -1 | 1 | 5 | -13 | 0 | 0 | -5 | 2 | -3 | 0
DNA FID counter | -45 | -15 | -6 | 6 | 3 | 7 | 2 | -36 | -10 | -30
MEKK2 mut-MEK5 | 1 | 1 | 1 | 2 | -14 | 12 | 2 | 0 | 5 | -8
MEKK3 PB1 HTS | 97 | 98 | 99 | 102 | 82 | 105 | 106 | 101 | 107 | 97
MEKK2wt PB1 HTS | 2.0* | 104 | 95 | 103 | 88 | 102 | 100 | 101 | 104 | 97
M18AAP inhibitor | 1 | 3 | -6 | -2 | -3 | -5 | -5 | 0 | -1 | -3
NALP1 yeast inh | 14 | 5 | 9 | 5 | -5 | -4 | 9 | 7 | -7 | -5
OXTR agonist | -0.7 | 1.0 | 4.7 | 2.2 | -0.1 | -1.1 | 0.1 | 0.3 | 1.3 | -0.6

Some entries already given, showing only NALP1 yeast inh and DNA FID counter:
item | molecule | NALP1 yeast inh | DNA FID counter
6 | NC(=S)N=Nc1c(O)[nH]c2cc(F)c(F)cc12 | -4 | 7
7 | O=C(/C=C/c1ccc2c(c1)OCO2)Nc1nncs1 | 9 | 2
8 | Cc1ccc(C2=NN(C(=O)CCC(=O)O)C(c3ccc4c(c3)OCO4)C2)cc1 (configuration not stated) | 7 | -36
9 | COc1cc(NC(=O)Cn2nnc(-c3ccncc3)n2)cc(OC)c1 | -7 | -10

(further entries)
11: COc1ccc(C(=O)Nc2nnc(C3=COCCO3)o2)cc1
12: CCC(C(=O)NCc1ccc(F)cc1)N(Cc1cccs1)C(=O)c1snc(C(N)=O)c1N (configuration not stated)
13: O=C(Nc1cc(S(=O)(=O)N2CCOCC2)ccc1N1CCOCC1)c1cn2ccccc2n1
14: O=C(CCc1nnc(Cc2cccc(C(F)(F)F)c2)o1)NC1CC1
15: Cc1cc(C(=O)Nc2ccccc2N2CCOCC2)ccc1[N+](=O)[O-]
16: Cc1ccnc(NC(=O)CCC2CCCCC2)c1
17: Cc1nn(C)c(C)c1C1Nc2ccccc2C(=O)N1O (configuration not stated)
18: CC(C)CCNC(=S)Nc1ccc([N+](=O)[O-])cc1
19: CC(=O)N1CCC2(CC1)NC(=O)N(c1ccccc1)N2
20: CC(C)n1c(CCCO)nc2ccccc21
compound no. | 11 | 12 | 13 | 14 | 15 | 16 | 17 | 18 | 19 | 20
PHOSPHO1 inh | 3 | 36 | 8 | 32 | -4 | 2 | 11 | -17 | 9 | 12
GPR7 antagonist | -9 | -2 | -12 | -2 | -6 | 17 | -7 | 22* | 3 | 7
DNA FID counter | 3 | -30 | -11 | -2 | 2 | -8 | 2 | 10 | 7 | -6
MEKK2 mut-MEK5 | -4 | -8 | -7 | -3 | 19 | -2 | 0 | 0 | -12 | 3
MEKK3 PB1 HTS | 102 | 97 | 102 | 94 | 104 | 99 | 95 | 129* | 102 | 87
MEKK2wt PB1 HTS | 101 | 93 | 94 | 95 | 110 | 99 | 101 | 106 | 89 | 101
M18AAP inhibitor | 4 | 0 | -1 | 3 | -1 | -5 | -1 | -2 | 6 | -1
NALP1 yeast inh | 6 | -1 | 9 | -8 | 40 | 0 | 5 | 92* | -1 | 30
OXTR agonist | -0.1 | 2.4 | 0.1 | 0.9 | -2.0 | -2.0 | 1.3 | 7.8 | 2.2 | 0.6

21: CC(C)COP(=O)(c1ccc(N(C)C)cc1)C(O)c1ccccn1 (configuration not stated)
22: COc1ccccc1C1SCCN1S(C)(=O)=O (configuration not stated)
23: Cn1c(CCNC(=O)c2ccco2)nc2cc(NS(=O)(=O)c3ccccc3)ccc21
24: COc1ccc(C2N=C(N)N=C(N)N2c2ccccc2)cc1OC (configuration not stated)
25: O=C(O)/C=C/c1ccc(-n2ccnc2)cc1
26: Cc1nn(C)cc1/C=N/NC(=O)c1sc2ccccc2c1Cl
27: C=CCn1c2ccccc2c2nnc(SCN3C(=O)c4ccccc4C3=O)nc21
28: CSc1ccc(S(=O)(=O)Nc2ccc(S(=O)(=O)Nc3ccc(C)cc3)cc2)cc1
29: COc1ccc(CCNC(=O)C(=O)NCC2OCCN2S(=O)(=O)c2ccccc2)cc1OC (configuration not stated)
30: Cc1cc(=O)[nH]c(N=N/C(=N/Nc2ccc(O)cc2)c2ccccc2)n1
compound no. | 21 | 22 | 23 | 24 | 25 | 26 | 27 | 28 | 29 | 30
PHOSPHO1 inh | -10 | 1 | 24 | 39 | -1 | 0 | 37 | 9 | 0 | 92*
GPR7 antagonist | 2 | 1 | 2 | -10 | -5 | -1 | -12 | -2 | -2 | -11
DNA FID counter | -16 | 1 | -14 | 1 | 2 | -12 | -13 | -12 | -30 | 0
MEKK2 mut-MEK5 | -2 | 0 | 0 | 2 | -2 | 6 | 1 | -9 | 3 | -17
MEKK3 PB1 HTS | 99 | 95 | 99 | 101 | 98 | 107 | 103 | 93 | 100 | 90
MEKK2wt PB1 HTS | 100 | 101 | 99 | 107 | 94 | 110 | 98 | 85 | 96 | 77
M18AAP inhibitor | 1 | -13 | 1 | -3 | -7 | 2 | 16 | -8 | 6 | 16
NALP1 yeast inh | -17 | 1 | 12 | 27 | 3 | 29 | 19 | 8 | -14 | 12
OXTR agonist | -0.3 | 0.0 | 1.6 | -0.2 | 0.6 | -0.4 | 0.6 | 7.4 | 0.3 | -1.7

Four compounds drawn at random from the list so far:
23: Cn1c(CCNC(=O)c2ccco2)nc2cc(NS(=O)(=O)c3ccccc3)ccc21
28: CSc1ccc(S(=O)(=O)Nc2ccc(S(=O)(=O)Nc3ccc(C)cc3)cc2)cc1
21: CC(C)COP(=O)(c1ccc(N(C)C)cc1)C(O)c1ccccn1 (configuration not stated)
27: C=CCn1c2ccccc2c2nnc(SCN3C(=O)c4ccccc4C3=O)nc21
compound no. | 23 | 28 | 21 | 27
PHOSPHO1 inh | 24 | 9 | -10 | 37
GPR7 antagonist | 2 | -2 | 2 | -12
DNA FID counter | -14 | -12 | -16 | -13
MEKK2 mut-MEK5 | 0 | -9 | -2 | 1
MEKK3 PB1 HTS | 99 | 93 | 99 | 103
MEKK2wt PB1 HTS | 99 | 85 | 100 | 98
M18AAP inhibitor | 1 | -8 | 1 | 16
NALP1 yeast inh | 12 | 8 | -17 | 19
OXTR agonist | 1.6 | 7.4 | -0.3 | 0.6

The listing continues:
31: O=C(CCC1CCCC1)Nc1ccc(OCC(=O)N2CCOCC2)cc1
32: Cn1c(-c2ccc3c(c2)OCO3)cc(=O)c2ccccc21
33: C[C@@H]1CN(Cc2nc(-c3cnccn3)no2)C[C@H](C)O1
34: C=CCn1c(SCc2ccccc2)nc2scc(-c3ccc(C)o3)c2c1=O
35: COc1ccc(/C=N/NC(=O)c2cccc([N+](=O)[O-])c2)cc1OS(=O)(=O)c1ccccc1
36: COc1ccccc1NC(=O)NCCN1C(=O)C2C3C=CC(C3)C2C1=O (configuration not stated)
37: COc1ccc(S(=O)(=O)N(CC(=O)O)c2ccc(C)cc2)cc1
38: Cc1c(/C=N/NC(=O)C(NC(=O)c2ccc3c(c2)OCO3)C(C)C)c2ccccc2n1C (configuration not stated)
39: O=C1NC(=O)/C(=C\c2cn(Cc3ccccc3F)c3ccccc23)N1
40: CCOC(=O)N1CCN(C(=O)c2cn(C)c3ccc(S(=O)(=O)N(C)C4CCCCC4)cc3c2=O)CC1
compound no. | 31 | 32 | 33 | 34 | 35 | 36 | 37 | 38 | 39 | 40
PHOSPHO1 inh | -8 | 28 | -3 | -129 | -13 | -15 | 9 | 9 | -14 | 26
GPR7 antagonist | -7 | -4 | -9 | -6 | 0 | -10 | -5 | 8 | -7 | -5
DNA FID counter | -18 | -8 | 0 | 3 | 1 | -7 | -10 | -13 | 0 | -45
MEKK2 mut-MEK5 | 3 | 6 | -9 | 1 | 0 | 0 | 2 | -1 | 0 | 1
MEKK3 PB1 HTS | 101 | 115 | 98 | 105 | 110 | 99 | 100 | 115 | 103 | 100
MEKK2wt PB1 HTS | 105 | 112 | 96 | 102 | 106 | 101 | 97 | 94 | 97 | 100
M18AAP inhibitor | 1 | 3 | -2 | -3 | 0 | 4 | 8 | -10 | 7 | -1
NALP1 yeast inh | -2 | 8 | -6 | -18 | x | -17 | 8 | 28 | 31 | 23
OXTR agonist | 1.1 | 1.0 | 0.1 | 0.2 | 0.3 | 0.5 | 0.1 | -1.2 | 0.1 | 1.4

41: Cc1ccc(C(=O)OC(C)C(=O)NC2CCCCC2C)cc1S(=O)(=O)N1CCOCC1 (configuration not stated)
42: O=C(Cn1sc2ccccc2c1=O)N1CCN(C(=O)c2ccco2)CC1
43: CC(=O)NC(CC(=O)NCCN1C(=O)S/C(=C\c2ccccc2)C1=O)c1ccccc1 (configuration not stated)
44: CCC1CCCCN1S(=O)(=O)c1ccc2c(c1)CCN2C(=O)C1CCC1 (configuration not stated)
45: Cc1ccccc1NC(=O)c1ccc2nccnc2c1
46: O=C(CSc1oc(-c2ccco2)nc1S(=O)(=O)c1ccccc1)NCC1CCCO1 (configuration not stated)
47: O=C(CSc1nnnn1-c1ccc2c(c1)CCC2)Nc1ccc2c(c1)OCCO2
48: O=C(NNC(=S)Nc1ccccc1Cl)c1ccncc1
49: C[c-]1[c-](C)[c-](C)[c-](C)[c-]1C.[Fe].c1cc2nccc(N3CCCC3)[c-]2c1 (configuration not stated)
50: Cc1cccc(/C(N)=N/OC(=O)c2ccccc2Cl)c1
51: Cc1ccc(Nc2nc(N)[nH]c(=O)c2N=O)cc1
52: CCN1CCN(C(=O)Cn2nc(C)c3sc4ccccc4c3c2=O)CC1
53: CCCc1nnc(NC(=O)CCC(=O)N2CCN(Cc3ccc(OC)c(F)c3)CC2)s1
compound no. | 41 | 42 | 43 | 44 | 45 | 46 | 47 | 48 | 49 | 50 | 51 | 52 | 53
PHOSPHO1 inh | 57 | 42 | 16 | 28 | 35 | 0 | 18 | 8 | 11 | 34 | 3 | 43 | 18
GPR7 antagonist | -6 | -5 | 3 | -17 | -11 | -2 | -3 | -5 | x | -6 | 1 | 1 | -7
DNA FID counter | -35 | -18 | -12 | -19 | -3 | -17 | -14 | -8 | x | -1 | -4 | 0 | -28
MEKK2 mut-MEK5 | 7 | 5 | -7 | 1 | -1 | -2 | -7 | -2 | 3&8 | 1 | 4 | 2 | 10
MEKK3 PB1 HTS | 100 | 102 | 94 | 97 | 100 | 88 | 88 | 99 | 93&106 | 96 | 93 | 102 | 104
MEKK2wt PB1 HTS | 104 | 104 | 92 | 97 | 98 | 96 | 91 | 99 | 103&110 | 102 | 100 | 104 | 107
M18AAP inhibitor | 1 | 1 | -2 | 3 | 2 | 1 | -6 | 8 | x | 4 | 18 | 3 | 3
NALP1 yeast inh | -4 | 6 | 4 | 3 | -9 | 11 | 7 | x | 10 | 19 | 6 | 8 | 1
OXTR agonist | -1.0 | 0.1 | 0.2 | -0.1 | -0.4 | 0.8 | 4.0 | -0.8 | -0.6&-0.1 | -1.0 | 0.3 | -1.0 | 5.7
